High-throughput results deposited in PubChem BioAssay by Fisher Drug Discovery Resource Center.
mcGAS RapidFire: blocks mouse cGAS cGAMP production; Q8C6L5; recombinant mouse cGAS, cGAMP by RapidFire MS; inhibition, % at 12.5 µM; 0.18% of 130,000 active;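 active = inhibition of cGAS enzyme activity at or above 60%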;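 note: enzyme stimulated by 45 bp dsDNA with ATP and GTP substrates; cGAMP share of summed cGAMP plus half ATP and half GTP signals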
Target sequence (Q8C6L5 whole entry, looked up): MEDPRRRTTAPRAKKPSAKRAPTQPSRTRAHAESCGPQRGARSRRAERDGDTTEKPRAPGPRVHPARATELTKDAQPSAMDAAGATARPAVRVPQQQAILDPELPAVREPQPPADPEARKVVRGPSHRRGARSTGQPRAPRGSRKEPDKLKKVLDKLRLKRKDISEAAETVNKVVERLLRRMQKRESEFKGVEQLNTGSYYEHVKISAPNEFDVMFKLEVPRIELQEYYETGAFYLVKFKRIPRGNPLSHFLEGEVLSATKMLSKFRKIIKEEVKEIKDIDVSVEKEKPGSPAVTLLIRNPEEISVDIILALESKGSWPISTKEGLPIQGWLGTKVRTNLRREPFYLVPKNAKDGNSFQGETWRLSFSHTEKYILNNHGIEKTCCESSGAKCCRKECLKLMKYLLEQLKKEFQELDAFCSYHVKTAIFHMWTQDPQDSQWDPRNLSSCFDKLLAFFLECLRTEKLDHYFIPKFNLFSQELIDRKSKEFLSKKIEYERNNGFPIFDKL
Starred values were filed as active, the others as inactive; & = joins results of further samples.

SMILES | mcGAS RapidFire
CC(C)(C)OC(=O)N1CCN(CC2CCCN(S(C)(=O)=O)C2)CC1 (centres undefined) | -40
COCC(C)Nc1nc(-c2cc(C)n(-c3cc(C)on3)c2C)cs1 (centres undefined) | -1
CCN(CC)C(=S)SCc1ccc2c(c1)OCCO2 | 0
Cc1cc(Nc2ccc3c(n2)C(=O)N(CC(=O)N[C@H](C)c2ccccc2)C3)n(C)n1 | 9
NS(=O)(=O)c1ccc(CCNC(=O)C2CCCCC2C(=O)N2CCc3c([nH]c4ccccc34)C2)cc1 (centres undefined) | 2
O=C(Nc1cc2c(cc1Br)OCCO2)C1CC(=O)N(C2CCCC2)C1 (centres undefined) | 4
Cn1nnnc1Sc1ncccc1[N+](=O)[O-] | -5
Cc1nnsc1C(=O)N1CCC2(CCCN(Cc3ccc(C(C)C)cc3)C2)C1 (centres undefined) | -13
CN(C1CCCCC1)S(=O)(=O)c1csc(C(N)=O)c1 | -9
O=C1c2ccccc2S(=O)(=O)N1c1ccc(Br)cc1 | 2
Cc1cc2oc(Br)c(CC(=O)N(C)C)c2cc1Cl | 2
Cc1cnc(NCc2ccc3c(c2)OCCCO3)nc1N(C)C | -11
CCC(=O)OCC(=O)c1c(N)n(C)c(=O)n(C)c1=O | 3
COc1ccc(S(=O)(=O)NC(=O)C2(C)CCN2C(=O)Cc2ccc(Cl)cc2Cl)cc1 (centres undefined) | -5
CC(=O)N(Cc1ccc(NC(=O)CCOC(C)C)cc1)C(C)C | -62
CC1(C(=O)NS(=O)(=O)c2ccccc2C(F)(F)F)CCN1C(=O)C1CC1 (centres undefined) | -13
Cc1cccc(-n2c(C)nn(CN3CCN(c4ccc(F)cc4)CC3)c2=S)c1 | -2
CCC(=O)NC(=S)c1c(C)nc2sccn12 | 44
CCC1CC(CSc2ncn[nH]2)OC1=O (centres undefined) | -8
CNc1nnc(SCc2cc(=O)n3c(n2)sc2ccccc23)s1 | 5
NC(=O)c1ccc(CNC(=O)c2ccc(Cl)c(I)c2)cc1 | 9
CC1CC(N2CCCC(c3cc(C(F)(F)F)n[nH]3)C2)C(=O)O1 (centres undefined) | -11
CCOC(=O)N1CCC(N2CCC3(CCCN(Cc4cccc(C)c4)C3)C2)CC1 (centres undefined) | -9
CCc1oc(C(=O)N2CCCC3(CNC(=O)O3)C2)cc1CN(CC)CC (centres undefined) | -10
COc1ccccc1OCC(=O)NCC1CCCN(C(=O)CC2=CCCCC2)C1 (centres undefined) | 0
CN(Cc1cnn(-c2ccc(F)cc2)c1)Cc1cccc2nccnc12 | -9
COc1ncccc1-c1cc(C(=O)NC2CC2)ccn1 | -21
Cc1ccc(C2(CN3CCOc4ccccc4C3)CCNCC2)nc1 | -5
Cc1onc(-c2ccccc2)c1C(=O)N1CCC(CO)(Cc2ccccc2)CC1 | -7
CCOc1ccc(S(=O)(=O)N2CCOCC2)cc1NC(=O)CCC1Cc2ccccc2NC1=O (centres undefined) | -4
Cc1cccnc1C(NCC(=O)NC1CCCCCCC1)C1CC1 (centres undefined) | -6
Cc1cc(C(C)NC(=O)N(C)C(C)C2CC2)c(C)s1 (centres undefined) | -10
CCOC(=O)Cn1c(C)cn2c3c(=O)n(CC)c(=O)n(C)c3nc12 | -5
Cc1cccc(-n2ccnc2S(=O)(=O)C(C)C(=O)N(C(C)C)C(C)C)c1 (centres undefined) | -13
COc1ccc(Nc2ccc(Nc3ccc([N+](=O)[O-])cc3[N+](=O)[O-])cc2)cc1 | 29
CC(NS(=O)(=O)Cc1ccc(F)cc1)c1cccc(OC(F)F)c1 (centres undefined) | -8
Cc1ccc(C(=O)N2CCC3(CC2)SCC(=O)N3Cc2ccccc2)cc1 | -2
CCOC(=O)c1sc(NC(=O)C2CC2)c(C(=O)OCC)c1C | -11
CC(=O)NC(CCC(N)=O)C(=O)NC1CCC(C)(C)c2ccccc21 (centres undefined) | 5
Cc1n[nH]c(C)c1CNC(=O)c1cc(COc2c(F)cccc2F)on1 | -1
O=C(Cc1ccccc1Br)NCc1cn2c(n1)CCCC2 | -3
Cc1ccnc(NCCNC(=O)c2cc3cc(F)ccc3[nH]2)c1 | -16
CCc1nc(CN2CCCC(N(C)c3ccc4nnnn4n3)C2)no1 (centres undefined) | -1
COc1cccc(/C=N\NC(=O)CSc2nnc(-c3ccccc3)n2-c2ccccc2)c1O | -13
CCc1noc(C)c1C(=O)OC(C)C(=O)N1CC(=O)Nc2ccccc21 (centres undefined) | -31
CC(C(=O)NCC1CCC(C(N)=O)O1)c1ccc(Cl)s1 (centres undefined) | 2
O=c1[nH]c(CN(Cc2ccccc2F)C2CC2)nc2ccsc12 | -4
CN(C)[C@@H]1C(=O)C(C(=O)NCN2CCCC2)C(=O)[C@@]2(O)C(=O)C3=C(O)c4c(O)cccc4[C@@](C)(O)[C@H]3C[C@@H]12 (some centres undefined) | 2
COc1ccc(-c2cc(COC(=O)Cc3ccc(F)cc3)no2)cc1 | 2
Cc1cc(NC(=O)c2ccc(C)c(Cl)c2)c(C)cn1 | -4
N#Cc1c(N)nc(SCC(=O)OCc2ccccc2)c(C#N)c1-c1ccc(O)cc1 | -11
CCNC(=O)c1ccc(N2CCN(Cc3ccc(OC)c(C)c3C)CC2)nc1 | -12
CC1Cc2cc(-c3cc(CNC(=O)CSc4nc5ccccc5o4)no3)ccc2O1 (centres undefined) | -3
CCn1ncc(NC(=O)Cn2ccc(-c3cc4ccccc4o3)n2)n1 | -10
Cc1nn(C(C)(C)C)c2nc(C(C)C)cc(C(=O)NCC3CC3)c12 | 4
CCOC(=O)c1sc2nccc3c2c1N=CN3c1ccccc1 | -43
CCCNC(=O)NC(=O)CN(Cc1ccc(C(F)(F)F)cc1)C1CC1 | -32
O=C(Cn1c(CC2CCS(=O)(=O)C2)nc2ccccc21)Nc1cccc(F)c1 (centres undefined) | -12
Cc1cc(=O)[nH]c(-n2nc(-c3cccs3)cc2NC(=O)c2cc3ccccc3o2)n1 | -4
CCc1ccccc1N1CCN(C(=O)CC(=O)Nc2ccccc2C)CC1 | -11

The listing continues.
SMILES | mcGAS RapidFire
Cc1nc2c(c(N3CCOc4ccc(Cl)cc4C3)n1)CNC2 | -20
O=C(CN1C(=O)NC2(CCCC2)C1=O)c1ccc(Cl)s1 | -5
Cn1cc(CNC(=O)C(C)(C)Oc2cccc(Cl)c2)cn1 | -9
O=C(c1cn(Cc2cccc3ccccc23)nn1)N1CCN(c2nc3ccccc3o2)CC1 | -5
COc1ccccc1C(NC(=O)c1oc2ccccc2c1C)c1nccn1C (centres undefined) | -11
Cc1ccccc1CC(=O)NCC(C)(C)N1CC(C)OC(C)C1 (centres undefined) | -5
CCCCN(C(=O)C1CCC1)c1c(N)n(CC(C)C)c(=O)[nH]c1=O | -6
C=C(C)Cn1c(C)cn2c3c(=O)n(C)c(=O)n(C)c3nc12 | -4
CCn1cc(Br)c(C(=O)NC(=S)Nc2cnn(C)c2C)n1 | -5
OCC(O)CSc1ncccc1Br (centres undefined) | 5
Cc1ccccc1-n1nc2c(c1NC(=O)c1ccc(S(=O)(=O)N(C)C)cc1)CS(=O)(=O)C2 | -2
COc1ccc(-c2cc(NC(=O)c3cc(F)cc(F)c3)ccc2OC)cc1 | -33
Cc1sc2ncnc(SCC(=O)c3cccs3)c2c1C | -11
COc1cc2c(nn1)CCN(Cc1c(C)nn(C)c1Cl)C2 | -4
Clc1ccc(-c2ccc(CNC3CCCc4c3cnn4-c3ccccn3)o2)cc1 (centres undefined) | -8
CC1CCCN1c1ccc(C(=O)N2CCCN(c3ncccn3)CC2)cn1 (centres undefined) | -18
CN(C)c1ccc(C(=O)OCC(=O)Nc2ccc(F)cc2)cc1 | 3
Cc1ccc(S(=O)(=O)N(C)C)cc1NC(=S)NN1CCOCC1 | -4
CNc1ccc(-c2ccc(N)nc2)cn1 | 1
O=C(/C=C/c1ccccc1Cl)Nc1ccc(Cn2ccccc2=O)cc1 | -26
O=S(=O)(c1ccc(F)cc1)N(c1ccccc1)S(=O)(=O)c1ccc2ccccc2c1 | -9
COc1ccc2nc(N(CC3CCCO3)C(=O)c3cc(C)nn3C)sc2c1 (centres undefined) | -8
CC(=O)c1cccc(S(=O)(=O)N2CCN(CN3C(=O)NC4(CC(C)CC(C)(C)C4)C3=O)CC2)c1 (centres undefined) | 1
CC(=O)Nc1ccc(C(=O)N(C)C(C)c2ccc(F)c(F)c2)cc1 (centres undefined) | -16
CC(C)CN(Cc1ccccn1)C(=O)c1coc2c1C(=O)CCC2 | -2
NC(=O)N1CCc2cc(NC(=O)CN3CCN(Cc4ccccc4)CC3)ccc21 | -5
CCOC(=O)C1=C(CC)NC2=C(C(=O)CCC2)C1c1ccccc1 (centres undefined) | -6
CC(=O)N1CCC(NC(=O)CN(C)c2ccc(Br)cc2C)CC1 | -2
CC(=O)OC(CCN1CC2CCN1CC2)c1ccccc1 (centres undefined) | 1
CC(NCCC(c1ccccc1)c1ccccc1)c1ccccc1 (centres undefined) | -5&5
O=C(CN1C(=O)CC(c2ccccn2)=Nc2ccccc21)Nc1ccccc1 | -7
COc1ccccc1NC(=O)Nc1ccnn1C1CCN(CC2CC=CCC2)CC1 (centres undefined) | -6
Nc1nc(CSc2nnc(N)s2)nc(N2CCOCC2)n1 | 0
O=C(CSCc1ccccc1Cl)N1CC[C@@H](O)C1 | -20
CCN(CC(C)(C)O)C(=O)c1cc(SC)ccc1C | -5
CCN(Cc1ccncc1)Cc1nc(COc2ccccc2)no1 | 7
Cc1cc(CNC(=O)N(C)Cc2ccc(F)c(F)c2)no1 | 9
CCOC(=O)c1c(C2CC2)csc1NC(=O)COC(=O)C1CCC1 | -2
CCOC(=O)C1(CC2CC2)CCN(Cc2ccc(C(=O)OC)cc2)CC1 | -12
COc1ccc2oc(CNC(=O)c3cc(CC(C)C)[nH]n3)nc2c1 | -8
O=C(c1ccccc1[N+](=O)[O-])N(C(=O)N1CCCCC1)c1ccccc1 | -7
CCOc1ccc(-c2n[nH]c(=S)n2CCC(=O)Nc2ccc(C)cn2)cc1 | 2
CCc1nc2sc3c(c2c2nnc(C)n12)CCC3 | 3
Cc1ccc(S(=O)(=O)N2CCN(CCO)CC2)cc1C | -4
CCc1ccc(-c2noc(CSc3nnc(N)s3)n2)cc1 | 4
CN1CCN(c2ncccc2CNC(=O)c2cn3cc(Cl)cnc3n2)CC1 | -25
CNc1nc(N2CCCCC2)nc(N)c1[N+](=O)[O-] | -8
Cc1ccc(N2C(=O)CSC2c2cccc(C(F)(F)F)c2)cc1F (centres undefined) | -6

13 structures out of the list, ordered by SMILES length, ascending.
SMILES | mcGAS RapidFire
CCc1nc2sc3c(c2c2nnc(C)n12)CCC3 | 3
CC(=O)OC(CCN1CC2CCN1CC2)c1ccccc1 (centres undefined) | 1
O=C(CSCc1ccccc1Cl)N1CC[C@@H](O)C1 | -20
CCc1ccc(-c2noc(CSc3nnc(N)s3)n2)cc1 | 4
CNc1nc(N2CCCCC2)nc(N)c1[N+](=O)[O-] | -8
Cc1cc(CNC(=O)N(C)Cc2ccc(F)c(F)c2)no1 | 9
Cc1ccc(N2C(=O)CSC2c2cccc(C(F)(F)F)c2)cc1F (centres undefined) | -6
COc1ccc2oc(CNC(=O)c3cc(CC(C)C)[nH]n3)nc2c1 | -8
CN1CCN(c2ncccc2CNC(=O)c2cn3cc(Cl)cnc3n2)CC1 | -25
CCOC(=O)C1(CC2CC2)CCN(Cc2ccc(C(=O)OC)cc2)CC1 | -12
O=C(CN1C(=O)CC(c2ccccn2)=Nc2ccccc21)Nc1ccccc1 | -7
CCOc1ccc(-c2n[nH]c(=S)n2CCC(=O)Nc2ccc(C)cn2)cc1 | 2
O=C(c1ccccc1[N+](=O)[O-])N(C(=O)N1CCCCC1)c1ccccc1 | -7

(next part)
SMILES | mcGAS RapidFire
NC(=O)c1c(NC(=O)c2cc3n(n2)C(C(F)(F)F)CC(c2ccco2)N3)sc2c1CCC2 (centres undefined) | 9
COc1ccc(N2CCN(C(=O)CNc3cccc(OC(F)(F)F)c3)CC2)cc1 | -21
Cc1cc(S(=O)(=O)Nc2ccccn2)c(C)cc1Br | 1
CCN1C(=O)NC(c2ccc(F)cc2)C(C(=O)OC)=C1C (centres undefined) | -1
Cc1oc(-c2ccccc2)nc1-c1c(-c2ccccc2)ncn1CCO | -34
Cc1cccc(C)c1N(CC(=O)N(C)Cc1ccccc1)S(C)(=O)=O | -1
Cn1nc(CC(=O)N2CC(C(=O)N3CCOCC3)Oc3ccccc32)c2ccccc2c1=O (centres undefined) | -17
CC(=O)Nc1c2c(nn1-c1ccc([N+](=O)[O-])cc1)CSC2 | -4
Cc1cc(NC(=O)CSCC(=O)N(Cc2cnn(C)c2)C(C)C)no1 | 5
COc1ccc(C2C(C#N)C(=N)C(C#N)(C#N)C3=CCN(C(C)C)CC32)c(OC)c1 (centres undefined) | -5
O=C(CC1CCCCCC1)N1CCC(n2cc(-c3cccnc3)nn2)CC1 | -9
COc1ccccc1C1(C(=O)N2CCN(C)CC2C)CC1 (centres undefined) | -8
CN(C)C1CCCN(C(=O)c2csc(-c3cccs3)n2)CC1 (centres undefined) | -16
CN(C)c1nc(N)nc(CN(C)C(c2ccc(F)cc2)C2CC2)n1 (centres undefined) | -10
CCOCC(=O)NC(C)c1cc(C)ccc1C (centres undefined) | -26
Cc1cccc(-c2ncc(-c3nccn3CCCc3nn[nH]n3)cn2)c1 | -15
CC(c1ccccc1F)N(C)C(=O)NCc1ccc(NS(C)(=O)=O)cc1 (centres undefined) | -14
O=C(CC(c1ccccc1)c1ccco1)N1CCC(c2ccncc2)CC1 (centres undefined) | -2
CC1(C(=O)Nc2cccc(Oc3ccccc3)c2)CCN1Cc1ccoc1 (centres undefined) | -8
COC(=O)C(C)CSCc1ccc(C#N)cc1 (centres undefined) | -2
CCOc1ccccc1CSc1n[nH]c(CC)n1 | 3
Cc1cc(C)n(CCCC(=O)N2CC3(CCNCC3)CC2C(=O)O)n1 (centres undefined) | -9

An excerpt; count on the stated rates, not on these rows.
